Compound activity: PubChem BioAssay, several laboratories
Peg3 prom inh: inhibitors of Peg3 promoter; HeLa PEG-Prom luciferase reporter, luminescence, overnight; inhibition, % at 20 µM; hit rate 1.7% among 360,000; AID 588405;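 active means inhibition of at least 50% at 20 µM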
NR2E3 ag-1: NR2E3 (human) agonism; Q9Y5X4; GST-NR2E3/biotin-RetCOR TR-FRET, 1536-well; inhibition of corepressor binding, % at 4.78 µM; hit rate 0.12% among 320,000; AID 2300;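 active means percent inhibition above the cutoff of mean plus 3 SD of all tested compounds, set per screening campaign, cut at about 20% in these data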;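 further: 0% = DMSO wells and 100% = biotin wells as full block of FRET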
Target sequence (Q9Y5X4 whole entry, looked up): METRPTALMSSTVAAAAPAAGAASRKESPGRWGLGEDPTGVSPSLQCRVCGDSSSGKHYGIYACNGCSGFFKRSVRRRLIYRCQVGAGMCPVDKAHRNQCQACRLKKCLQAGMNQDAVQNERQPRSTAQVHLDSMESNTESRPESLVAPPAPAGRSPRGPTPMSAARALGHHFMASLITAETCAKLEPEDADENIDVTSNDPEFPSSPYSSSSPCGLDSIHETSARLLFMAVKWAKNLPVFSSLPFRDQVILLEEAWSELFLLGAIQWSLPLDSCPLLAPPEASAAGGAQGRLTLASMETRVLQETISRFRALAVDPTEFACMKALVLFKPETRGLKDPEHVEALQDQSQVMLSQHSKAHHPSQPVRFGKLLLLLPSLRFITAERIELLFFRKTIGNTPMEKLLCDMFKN
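Material – GST-tagged NR2E3 plus biotinylated RetCOR corepressor · Quantity – NR2E3 fusion 1.35 nM · Times – 5 h incubation at 4 °C · Medium – pH 7.5 Tris-based buffer · Technique – TR-FRET, Eu(K)-anti-GST donor, streptavidin-D2 acceptor, ex 340, em 617/671 nm · Benchmarks – high control biotin, low control 0.6% DMSO · Format – 1536-well plates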
LMP1 NFkB inh: inhibitors of Epstein-Barr LMP1-induced NF-kappaB reporter | LMP1-induced NF-kappaB luciferase reporter cells, luminescence | inhibition, % at 12.5 µM | hit rate 0.69% among 350,000 | AID 504558; in the data active means inhibition above about 41%;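 further: 0% = neutral control wells and 100% = reference inhibitor control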
CF NFkB block: cystic fibrosis NF-kB activation inhibition. AID 588850. inhibition, % at 5 µM. hit rate 0.86% among 360,000. KKLEB NF-kB-GFP reporter, PAF-induced, GFP fluorescence overnight;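 active means at least 50% inhibition at 5 µM, scaled per plate between neutral and stimulator controls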;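 further: PAF is a Pseudomonas aeruginosa culture filtrate used as stimulus; plate controls were PAF-stimulated DMSO wells for no effect and unstimulated DMSO wells for full effect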
KKLEB cytotox: reduces viability of KKLEB cystic fibrosis airway cells; hit rate 0.36% among 360,000; activity change (cytotoxicity), % at 5 µM; AID 602141; KKLEB CF airway cells viability, ATPlite luminescence, overnight; hits give low values; cells stimulated with P. aeruginosa culture filtrate;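 active means corrected activity change at or below -50% at 5 µM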
TRAIL sens C8: caspase-8 TRAIL sensitization. NB7+C8 cells + TRAIL, ATPlite viability luminescence. inhibition (viability loss, TRAIL sensitization), % at 10 µM. hit rate 1% among 360,000. AID 624354;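 active means compounds causing at least 50% loss of cell viability in the single-dose screen, relative to plate controls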
Shn3 inh set2: reduces Shn3 3'UTR luciferase signal in osteoblasts | inhibition, % at 12.5 µM | AID 588674 | Clone20 osteoblast Shn3 3'UTR firefly luciferase, 24 h | hit rate 0.52% among 360,000;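 active means mean inhibition of at least 75% with every replicate also reaching 75%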;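 further: 0% = median of neutral control wells and 100% = pilot-screen positive control compound; some compounds past the cut are filed as inactive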
iPSC survival up: enhancers of human iPSC single-cell survival | hiPSC single-cell survival, ATPlite luminescence; 100% = ROCK inhibitor wells, 0% = DMSO | survival enhancement, % at 20 µM | hit rate 0.044% among 360,000 | AID 602274; in the data active means survival enhancement above about 18%;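 further: cells exposed to compounds for 16 hours before the ATP read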
TRPM1 prom inh: reduces MITF-dependent TRPM1 promoter luciferase signal; inhibition, % at 12.5 µM; hit rate 0.83% among 330,000; SK-MEL-5 TRPM1 promoter luciferase, 24 h;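 active means mean inhibition across replicates of 60% or more, whatever share of single replicates reaches that level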; further: values of inactives mirror those of a sister screen read the other way
HIF-2a inh: HIF-2a inhibition | hit rate 0.72% among 360,000 | 786-0 RCC cells HIF-2a reporter, luciferase luminescence, overnight | inhibition, % at 18.8 µM;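 active means inhibition of the luminescence signal of 40% or more relative to plate controls, in a single-dose primary screen at 18.75 µM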
NR2E3 ag-2: agonists of human NR2E3 nuclear receptor; hit rate 0.35% among 360,000; Q9Y5X4; CHO-S Gal4-NCOR/VP16-NR2E3 two-hybrid, luciferase; AID 602229; inhibition of corepressor binding, % at 3.98 µM;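 active means inhibition above the mean of all tested compounds plus 3 SD, cut at about 70% in these data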;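 further: 0% = DMSO with NR2E3 transfected cells and 100% = cells lacking NR2E3 construct; higher means lower luciferase signal from less NR2E3 corepressor binding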
* marks the source's active call; other numbers are inactive results; . = not tested or not shown.

compound	Peg3 prom inh	NR2E3 ag-1	LMP1 NFkB inh	CF NFkB block	KKLEB cytotox	TRAIL sens C8	Shn3 inh set2	iPSC survival up	TRPM1 prom inh	HIF-2a inh	NR2E3 ag-2
COc1ccc(CCNC(=O)c2sc3cc(C)ccc3c2Cl)cc1	-58	4	-3	-7	0	3	-16	-0.2	-14	-52	-26
Cc1cc(-c2nc3c4c5c(sc4[nH]c(=O)n3n2)CCC5)c(C)o1	-3	3	2	-20	4	-11	-26	6.2	8	10	7
C/C(=N\NC(N)=O)c1cccc(Cl)c1	-7	3	-13	-4	8	5	0	0.0	0	3	-8
Cc1ccc([N+](=O)[O-])cc1NC(=S)NC(=O)CC(C)(C)C	5	1	-6	0	-8	2	-2	-2.7	-6	-23	-8
O=S(=O)(c1cc(Cl)ccc1Cl)N1CCN2CCCC2C1 (configuration not stated)	8	3	-8	0	-3	-3	10	0.8	2	6	-14
O=c1[nH]c2ccccc2nc1NCCN1CCOCC1	6	2	-5	-3	-6	3	-56	-2.0	-3	9	-3
COc1cc(F)c(C2=CC(=O)CC(C)(C)C2)cc1F	-42	1	-8	15	-1	-12	-32	-0.1	-21	-46	-17
Cn1c(C2=C(O)CN(Cc3ccccc3)C2=N)[n+](C)c2ccccc21	-1	0	-5	-13	-3	10	1	-0.2	-1	-1	3
CCC(=NCc1ccccc1)C1=C(O)C(C(=O)OC)C(C)(C)CC1=O (configuration not stated)	-8	3	-6	9	-9	-14	4	0.5	-5	13	-13
COc1ccc(C2C(C#N)=C(N)Oc3n[nH]c(C)c32)cc1Cn1nnc2ccccc21 (configuration not stated)	12	2	-1	-19	0	-6	-19	1.4	15	10	11
N/C(=N\OC(=O)c1cccc(Cn2cc(C(F)(F)F)ccc2=O)c1)c1ccccc1	-6	-2	7	-4	-5	36	23	-0.5	-25	-40	17
O=C(Nc1cccc(S(=O)(=O)N2CCCCCC2)c1)C1=COCCO1	-6	2	4	19	-4	-2	-12	0.1	-17	-24	-11
Cc1cccc(NC(=S)NC(=O)c2ccc(-c3ccccc3)cc2)n1	-279	-6	-13	-16	-25	59*	-60	-0.6	-28	-245	-90
Cc1c(Cl)cccc1NC(=O)CNC(=O)c1ccccc1F	-1	0	22	22	-13	-3	-1	-2.0	2	10	-21
COc1ccc(NC(=O)CSc2nccn2C)cc1S(N)(=O)=O	15	2	-5	-1	21	9	8	-0.1	6	5	-10
O=C(NC12CC3CC(CC(C3)C1)C2)c1cc(F)c(F)c(F)c1F	-3	0	-5	-4	6	5	-2	-0.5	3	9	-2
COc1ccc(-c2cc(C(F)(F)F)nc(N)n2)cc1	-118	1	-4	25	-18	-6	-20	2.9	-8	-96	-38
CCn1c(C(=O)NCCCc2ccccc2)cc2sccc21	-50	-4	5	-3	10	2	-4	1.5	-16	-72	-5
COc1ccc(CNC(=O)Cn2ccc(NC(=O)OCc3ccccc3)nc2=O)cc1	-10	4	10	-11	-6	-31	-11	-0.3	0	8	1
Cc1nnc(NC(=O)C(c2ccccc2)c2ccccc2)s1	-1	2	-6	9	12	-6	7	-0.5	7	8	-14
COc1ccc(/C=C2\Oc3cc(OCC(=O)N4CCC(C(=O)O)CC4)ccc3C2=O)c(OC)c1OC	-13	0	4	3	10	13	-19	-3.2	-10	-19	-42
CCOC(=O)c1nn(-c2ccc(C)c(C)c2)c(=O)c(C#N)c1C	10	4	9	17	-6	11	-1	-0.5	-6	16	-7
O[C@@H]1C[C@H](c2ccc(Cl)cc2)N(Cc2cccs2)C[C@H]1n1cc(-c2ccc(F)cc2)nn1	15	.	-3	-1	-6	12	-22	-0.3	.	-7	-3
C#CCOCCOCCOCCNc1nc(N2CCN(C(=O)CCCCCCCCCCNC(=O)Cn3cc(CCCCCN)nn3)CC2)nc(N2CCN(C(=O)CCCCCCCCCCNC(=O)Cn3cc(C[C@@H](C)O)nn3)CC2)n1	27	1	-6	14	7	11	-18	0.3	-6	-7	-15
COc1ccc(C(=O)N2CCCC(c3ccccc3)C2)cc1 (configuration not stated)	-32	3	-7	-6	2	0	.	3.8	-15	-47	0
O=C(COC(=O)Cc1n[nH]c(=O)c2ccccc12)Nc1c(Cl)cccc1C(F)(F)F	5	5	-3	12	-1	16	11	-0.5	-1	-3	-3
CSc1ccc(CNc2ccccn2)cc1	-190	5	-19	7	-3	20	-13	-1.1	-52	-169	-84
CCc1ccc(NC(=O)C2CC=CCC2C(=O)O)cc1 (configuration not stated)	-3	-1	-7	5	2	-4	-11	3.4	5	14	2
CSc1ccc(CN2CCC2(C)C(=O)Nc2ccc3c(c2)OCO3)cc1 (configuration not stated)	-30	.	.	9	-8	-5	3	-2.1	.	-39	-2
COc1ccc(C(=O)CCc2ccc(OC)c(OC)c2)cc1	-13	5	10	21	-17	6	14	-0.3	-7	-8	1
CSc1nnc(C)c(=O)n1COC(=O)/C=C/c1ccc2c(c1)OCO2	-11	1	-4	13	5	0	28	-0.2	-4	-5	-6
COC(=O)c1sccc1NC(=O)CSc1ccccc1NS(=O)(=O)c1ccc(F)cc1	21	5	-4	1	5	9	-50	4.1	-5	1	22
CCCCNC(=O)C(C)N(CCN(C)C)C(=O)CCCN1C(=O)NC(c2ccc([N+](=O)[O-])cc2)C(C(=O)OCc2ccccc2)=C1C (configuration not stated)	57*	.	4	33	-19	23	-5	-2.5	18	-28	17
CC(=O)c1cc2c(cc1N/C(=N/S(=O)(=O)c1ccc(C)cc1)c1ccc(Cl)cc1)OCO2	-4	4	3	2	29	17	-12	7.9	-11	-4	-9
O=C(CSc1nc2c(sc3ccccc32)c(=O)n1CCc1ccccc1)NCc1ccco1	-7	5	-1	11	-15	-6	-33	0.0	-2	-21	-21
CN(C)S(=O)(=O)c1cccc(NC(=O)COC(=O)[C@H](Cc2ccccc2)NC(=O)c2ccco2)c1	15	.	-1	15	-8	-6	-1	-0.8	4	10	-27
Cc1ccc2nc(NC(=O)C3CCN(C(=O)c4ccc(F)cc4)CC3)sc2c1	-21	-2	3	-12	7	1	-3	0.0	41	-24	-25
Cc1cccc(C(=O)CC(=O)c2cc(Cl)ccc2O)c1	-63	-1	23	9	-10	4	32	-0.8	34	-195	-54
COc1ccc(CCNC(=O)C(=O)NCC2OCCN2C(=O)c2ccc(Cl)cc2)cc1 (configuration not stated)	10	3	-14	2	9	-7	-10	-0.3	2	8	-12
Cc1c(Cl)cccc1NC(=O)[C@@]1(CC(=O)O)CC(/C=C/c2ccccc2)=NO1	4	-2	3	7	0	12	9	-0.1	-1	16	-19
CNC(=S)N1CCN(c2nc3ccccc3s2)CC1	-204	0	-7	3	6	8	-18	3.2	-62	-223	-98
CCOc1ccc(Br)cc1CN(CC)CC	-4	-3	4	5	-2	4	0	-0.6	6	8	-18
Cc1ccc(CS(=O)(=O)Cc2ccc(C(=O)NC3CC3)o2)cc1	13	-4	4	8	-7	5	36	-0.5	8	9	28
CC(C)(C)C(=O)N1CCN(c2ccc([N+](=O)[O-])c(NCc3cccnc3)c2)CC1	34	3	7	-22	-12	-8	28	-1.1	12	21	6
O=C(O)c1ccccc1-c1nc(-c2ccccc2)c(-c2ccccc2)[nH]1	10	2	-9	9	-25	-8	4	1.9	-1	14	-10
COC(=O)CNC(=O)C1Nc2ccccc2C2C=CCC12 (configuration not stated)	0	2	-5	12	-21	-3	-15	-1.0	3	0	-15
COCc1nnc(NC(=O)c2ccc(NC(=O)C(C)C)cc2)s1	-12	1	-7	1	16	-14	-1	-0.8	4	-7	-15
Cc1cccc(NC(=O)COC(=O)Cc2cccs2)c1C	1	0	-1	11	4	-5	-16	0.3	9	-9	-16
Cc1ccc2c(CSc3nc4ccccc4c(=O)n3CCCO)cc(=O)oc2c1	8	.	-1	-10	-9	-2	-6	0.1	-5	-7	-2
Brc1ccc(-c2ccc(/C=N/Nc3nncc(-c4ccccc4)n3)o2)cc1	14	4	-38	19	-9	20	5	-1.3	1	-1	9
CCCc1cc(=O)oc2c(CN3CCCC3)c(O)c(Cl)cc12	11	2	7	16	-5	8	0	-4.0	11	3	-5
COc1cc(C(C)=O)ccc1OCC(=O)NCC1(N2CCCCC2)CCCCC1	-2	2	-3	-10	0	0	-6	0.5	-4	4	-9
CC1CCCN(C(=O)C2CCC(CNc3c(N4CCCCC4)c(=O)c3=O)CC2)C1 (configuration not stated)	2	1	-3	18	-8	-16	12	0.0	5	16	-3
Nc1nc(CSc2nnnn2-c2ccc(F)c(Cl)c2)nc(N2CCOCC2)n1	21	1	3	11	-10	8	-3	2.5	-2	20	-15
COCCN1C[C@@H](CO)O[C@@H](n2cnc3c(NCCN(C)C)ncnc32)C1	-5	.	.	-6	8	-12	-4	1.2	.	7	-4

These rows are one share of the data; the hit share may differ from the screen's.
